tim10-1 inh: growth inhibitors of tim10-1 mutant yeast, primary screen, luminescence, uHTS | inhibition, % at 20 µM | 2.2% of 330,000 active | S. cerevisiae tim10-1 ts strain growth, BacTiter-Glo, 24 h | AID 463190, 2010;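 active = inhibition of at least 40%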;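 note: mutant grown at 25 °C; 0% = DMSO wells with yeast and 100% = wells holding no yeast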
APOBEC3A inh: APOBEC3A ssDNA deaminase inhibitors, primary screen, selectivity assay for APOBEC3G inhibitor project, biochemical, FAM/TAMRA oligo cleavage fluorescence | 0.41% of 330,000 active | inhibition, % at 20 µM | recombinant A3A, FAM/TAMRA ssDNA deamination fluorescence | DNA dC->dU-editing enzyme APOBEC-3A (Homo sapiens), P31941;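 active = at least 40% inhibition at 20 µM here, with at most 30% in a related deaminase screen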;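 note: plate controls were A3A with DMSO for no effect and wells lacking A3A enzyme for full effect; some results filed as inactive read as strong as hits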
Target sequence (P31941 whole entry, looked up): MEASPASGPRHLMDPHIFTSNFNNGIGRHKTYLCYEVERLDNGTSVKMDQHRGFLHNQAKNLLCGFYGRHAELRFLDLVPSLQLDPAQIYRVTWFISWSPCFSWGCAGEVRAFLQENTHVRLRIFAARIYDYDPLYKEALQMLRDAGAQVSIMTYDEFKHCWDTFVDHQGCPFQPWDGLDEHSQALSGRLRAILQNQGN
mIAP activ: activators of mouse IAP, primary screen, biochemical, luminescence, uHTS; muIAP, CDP-Star luminescence, 30 min; stronger effect = higher value; 1 = vehicle-only enzyme signal, 0 = enzyme-free wells; 0.24% of 330,000 active; AID 2805, 2010; activation factor at 10 µM; intestinal alkaline phosphatase [Mus musculus];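 active = activation factor of at least 2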; note: the source names both 10 and 20 µM as test concentration; values of inactives mirror those of a sister screen read the other way
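System: Mouse IAP enzyme | Also added: CDP-Star substrate | Dosing: Compounds dispensed in DMSO | Schedule: 30 min enzyme-substrate-compound incubation at room temperature | Technique: Chemiluminescence readout | Control set: DMSO-only wells and no-enzyme negative control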
hIAP block: human IAP inhibitors, primary screen, biochemical, luminescence, uHTS; purified IAP, CDP-Star luminescence, 30 min; inhibition, % at 10 µM; 0.12% of 330,000 active; AID 2544, 2010;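 active = inhibition reaching a set limit with compound at 10 µM in the primary screen, cut at about 35% in these data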;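 note: plate controls were DMSO wells with enzyme for no effect and no-enzyme buffer wells for full effect; values of inactives mirror those of a sister screen read the other way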
A3G deaminase: APOBEC3G DNA deaminase inhibitors, primary screen, biochemical, fluorescence, single-stranded DNA substrate, uHTS | DNA dC->dU-editing enzyme APOBEC-3G (Homo sapiens), Q9HC16 | recombinant A3G, ssDNA deamination FAM/TAMRA fluorescence | inhibition, % at 20 µM | 0.28% of 330,000 active | AID 493012, 2011;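 active = inhibition of at least 40% at 20 µM, with no more than 30% in the related APOBEC3A deaminase screen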;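 note: plate controls were DMSO wells with A3G for no effect and wells lacking A3G enzyme for full effect; some compounds called inactive have numbers as strong as hits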
Target sequence (Q9HC16 whole entry, looked up): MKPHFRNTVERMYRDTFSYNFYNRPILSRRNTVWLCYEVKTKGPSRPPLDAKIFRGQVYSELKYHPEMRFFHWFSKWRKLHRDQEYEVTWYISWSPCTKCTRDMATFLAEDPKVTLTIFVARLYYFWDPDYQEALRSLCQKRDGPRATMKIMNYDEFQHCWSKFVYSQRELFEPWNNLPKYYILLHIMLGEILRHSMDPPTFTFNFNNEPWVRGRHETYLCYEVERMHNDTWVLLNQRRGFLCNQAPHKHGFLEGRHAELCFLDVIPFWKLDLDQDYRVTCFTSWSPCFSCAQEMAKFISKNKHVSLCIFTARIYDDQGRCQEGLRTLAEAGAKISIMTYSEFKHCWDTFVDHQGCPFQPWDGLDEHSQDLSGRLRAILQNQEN
TIM10 inh: growth inhibitors of isogenic TIM10 control yeast, primary screen, counter-screen for tim10-1 yeast inhibitor project, luminescence, uHTS. inhibition, % at 10 µM. S. cerevisiae TIM10 strain growth, BacTiter-Glo luminescence, 24 h. 1.4% of 330,000 active;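 active = inhibition of 40% or more at the single tested concentration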;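 note: wild-type TIM10 isogenic control strain grown at permissive 25 °C; 0% = DMSO yeast wells and 100% = minimal medium wells without yeast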
mIAP block: inhibitors of mouse IAP, primary screen, biochemical, luminescence, uHTS. purified mouse IAP, CDP-Star luminescence, 30 min. 0.2% of 330,000 active. AID 2806, 2010. intestinal alkaline phosphatase [Mus musculus]. inhibition, % at 10 µM;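 active = inhibition of at least 40% at 10 µM in the primary screen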;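 note: plate controls were DMSO with enzyme for no effect and no enzyme wells for full effect; values of inactives mirror those of a sister screen read the other way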
NALP3 yeast inh: NALP3 inflammasome inhibitors in reconstituted yeast, primary screen, luminescence, uHTS; Yeast reconstituted NLRP3/ASC/caspase-1, beta-gal luminescence, 24 h; inhibition, % at 10 µM; 0.39% of 330,000 active; AID 2825, 2010;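 active = inhibition of 50% or more; inactive = inhibition below 50%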;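 note: plate controls were induced DMSO wells for no effect and uninduced yeast grown without galactose for full effect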
MIN6 prolif: inducers of MIN6 beta-cell proliferation, primary screen, ATP luminescence, uHTS; MIN6 cells proliferation, ATPlite luminescence, 48 h; cells starved in 0.2% serum; 100% = growth in 10% serum; proliferation, % at 10 µM; 0.29% of 330,000 active;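 active = compounds whose signal lies at least 3.5 SD above the mean of all wells on their plate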;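 note: 0% = DMSO-treated cells in low-serum medium and 100% = 10% serum control; some compounds called inactive have numbers as strong as hits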
Numbers without * were called inactive. The order is random; any-hit rate near 4.6%.

Screening Cc1ccc(-c2nn(C)c(=O)c3ccccc23)cc1CNC(=O)c1ccccc1 returned tim10-1 inh 19, APOBEC3A inh -2, mIAP activ 0.99, hIAP block 0, A3G deaminase -8, TIM10 inh 26, mIAP block 1, NALP3 yeast inh 1 and MIN6 prolif 0.
`Cc1nc(-c2noc(-c3cccc(Cl)c3)n2)c(C(F)(F)F)o1` gave tim10-1 inh 0, APOBEC3A inh -5, mIAP activ 0.96, hIAP block 13, A3G deaminase -7, TIM10 inh -2, mIAP block 4, NALP3 yeast inh 22 and MIN6 prolif 0.
Screening CCN(Cc1cc2ccc(C)cc2[nH]c1=O)C(=O)c1cccnc1 returned tim10-1 inh 6, APOBEC3A inh -5, mIAP activ 0.96, hIAP block 27, A3G deaminase -10, TIM10 inh 8, mIAP block 4, NALP3 yeast inh -6 and MIN6 prolif -1.
COc1ccc(C(=O)N/C(=C\c2cn(C)c3ccccc23)C(=O)N2CCN(C)CC2)cc1OC was read as tim10-1 inh 4, APOBEC3A inh -1, mIAP activ 1, hIAP block 13, A3G deaminase -2, TIM10 inh 8, mIAP block -2, NALP3 yeast inh 23 and MIN6 prolif -2.
For CCOC(=O)c1cc2[nH]c3ccccc3c2[n+](-c2ccc([N+](=O)[O-])cc2)c1N the results were tim10-1 inh 29, APOBEC3A inh 6, mIAP activ 0.91, hIAP block 1, A3G deaminase 0, TIM10 inh 4, mIAP block 9, NALP3 yeast inh 12 and MIN6 prolif 0.
For O=C(Cn1cnc2ccccc2c1=O)c1ccc2ccccc2c1 the results were tim10-1 inh -1, APOBEC3A inh -3, mIAP activ 0.92, hIAP block 8, A3G deaminase -7, TIM10 inh 8, mIAP block 8, NALP3 yeast inh 37 and MIN6 prolif -1.
For CC(C)c1nnc(SCC(=O)Nc2ccc3c(c2)OCO3)n1C the results were tim10-1 inh -2, APOBEC3A inh 2, mIAP activ 1.1, hIAP block 10, A3G deaminase 0, TIM10 inh 4, mIAP block -7, NALP3 yeast inh 4 and MIN6 prolif -2.
For c1cc2c(cc1C1=Nn3c(nnc3C3CCCCC3)SC1)OCO2 the results were tim10-1 inh 38, APOBEC3A inh -1, mIAP activ 0.97, hIAP block 29, A3G deaminase -5, TIM10 inh 22, mIAP block 3, NALP3 yeast inh 3 and MIN6 prolif 4.
For Cc1ccc(NC(=O)c2ccc(C(=O)c3ccccc3)cc2)nc1 the results were tim10-1 inh 3, APOBEC3A inh 4, mIAP activ 1, hIAP block 6, A3G deaminase -3, TIM10 inh -16, mIAP block -5, NALP3 yeast inh 38 and MIN6 prolif -2.
For COc1ccc(/C=C/C(=O)Nc2ccc(-n3nncc3-c3ccccc3)cc2)cc1OC the results were tim10-1 inh 8, APOBEC3A inh 0, mIAP activ 0.94, hIAP block 4, A3G deaminase -4, TIM10 inh 0, mIAP block 6, NALP3 yeast inh 10 and MIN6 prolif 0.
`CCOC(=O)C1=C(N)Oc2cc(O)ccc2C1c1ccc(C)cc1` (stereo not given) gave tim10-1 inh 16, APOBEC3A inh -7, mIAP activ 0.99, hIAP block -16, A3G deaminase -5, TIM10 inh 7, mIAP block 1, NALP3 yeast inh 17 and MIN6 prolif -4.
NC(=O)COC(=O)c1cccc(S(=O)(=O)N2CCCCC2)c1 was read as tim10-1 inh 16, APOBEC3A inh 2, mIAP activ 1.1, hIAP block 0, A3G deaminase -2, TIM10 inh -12, mIAP block -11, NALP3 yeast inh -8 and MIN6 prolif 5.
`O=C(c1ccccc1Cc1ccccc1)N1CCN(S(=O)(=O)c2ccccc2Br)CC1` gave tim10-1 inh 31, APOBEC3A inh -3, mIAP activ 1, hIAP block 9, A3G deaminase -2, TIM10 inh 18, mIAP block -3, NALP3 yeast inh 3 and MIN6 prolif -1.
Cc1n[nH]c(C)c1S(=O)(=O)N1CCCC(C(=O)Nc2ccc(Br)cc2)C1 (stereo not given) was read as tim10-1 inh -5, APOBEC3A inh -2, mIAP activ 1.1, hIAP block -48, A3G deaminase -4, TIM10 inh -11, mIAP block -6, NALP3 yeast inh 4 and MIN6 prolif 0.
O=C(NCCCN1CCOCC1)c1ccccc1N1C(=O)[C@@H]2Cc3c([nH]c4ccccc34)C(c3cccc(Cl)c3)N2C1=O (stereo not given in full) was read as tim10-1 inh -5, APOBEC3A inh -1, mIAP activ 1.2, hIAP block -8, A3G deaminase -5, TIM10 inh -2, mIAP block -21, NALP3 yeast inh 1 and MIN6 prolif -6.

Next section (three carried over from the part before).
`O=C(c1ccccc1Cc1ccccc1)N1CCN(S(=O)(=O)c2ccccc2Br)CC1` gave tim10-1 inh 31, APOBEC3A inh -3, mIAP activ 1, hIAP block 9, A3G deaminase -2, TIM10 inh 18, mIAP block -3, NALP3 yeast inh 3 and MIN6 prolif -1.
Cc1n[nH]c(C)c1S(=O)(=O)N1CCCC(C(=O)Nc2ccc(Br)cc2)C1 (stereo not given) was read as tim10-1 inh -5, APOBEC3A inh -2, mIAP activ 1.1, hIAP block -48, A3G deaminase -4, TIM10 inh -11, mIAP block -6, NALP3 yeast inh 4 and MIN6 prolif 0.
O=C(NCCCN1CCOCC1)c1ccccc1N1C(=O)[C@@H]2Cc3c([nH]c4ccccc34)C(c3cccc(Cl)c3)N2C1=O (stereo not given in full) was read as tim10-1 inh -5, APOBEC3A inh -1, mIAP activ 1.2, hIAP block -8, A3G deaminase -5, TIM10 inh -2, mIAP block -21, NALP3 yeast inh 1 and MIN6 prolif -6.
For C/C(N)=C(/C#N)C(=O)COC(=O)C1CCC(C(C)(C)C)CC1 (stereo not given) the results were tim10-1 inh 37, APOBEC3A inh 3, mIAP activ 0.98, hIAP block 4, A3G deaminase 2, TIM10 inh 37, mIAP block 2, NALP3 yeast inh 23 and MIN6 prolif -1.
Screening CSc1nnc(NC(=O)c2ccc(C)c(S(=O)(=O)N3CCOCC3)c2)s1 returned tim10-1 inh -6, APOBEC3A inh 6, mIAP activ 1, hIAP block -10, A3G deaminase -3, TIM10 inh 9, mIAP block -1, NALP3 yeast inh 1 and MIN6 prolif -2.
For Cn1cc(C(=O)C(=O)N2CCOCC2)c2ccccc21 the results were tim10-1 inh -16, APOBEC3A inh 0, mIAP activ 0.95, hIAP block 5, A3G deaminase -1, TIM10 inh 4, mIAP block 5, NALP3 yeast inh 10 and MIN6 prolif 7.
O=C(Nc1nnc(CC(c2ccccc2)c2ccccc2)s1)c1ccco1 was read as tim10-1 inh 19, APOBEC3A inh -3, mIAP activ 0.91, hIAP block 2, A3G deaminase -10, TIM10 inh -2, mIAP block 9, NALP3 yeast inh 2 and MIN6 prolif -2.
`COc1cc2nc(NC(=O)c3ccc(Cl)cc3)sc(=O)c2cc1OC` gave tim10-1 inh -8, APOBEC3A inh -6, mIAP activ 0.94, hIAP block -4, A3G deaminase -10, TIM10 inh -4, mIAP block 6, NALP3 yeast inh 15 and MIN6 prolif -4.
O=C(CN1CCCCCCC1)Nc1cccc(Cl)c1Cl was read as tim10-1 inh -6, APOBEC3A inh 3, mIAP activ 0.94, hIAP block 2, A3G deaminase -1, TIM10 inh 3, mIAP block 6, NALP3 yeast inh 40 and MIN6 prolif -5.
For c1ccc(Cn2nnnc2C(c2ccccc2)N2CCN(c3nc4ccccc4s3)CC2)cc1 (stereo not given) the results were tim10-1 inh 26, APOBEC3A inh -3, mIAP activ 1.1, hIAP block 9, A3G deaminase -10, TIM10 inh 2, mIAP block -10, NALP3 yeast inh 3 and MIN6 prolif -1.
For COc1cc(/C=N/N=C2/C(=O)Nc3ccccc32)cc(OC)c1O the results were tim10-1 inh 44*, APOBEC3A inh 3, mIAP activ 1, hIAP block 30, A3G deaminase 1, TIM10 inh 36, mIAP block -3, NALP3 yeast inh -9 and MIN6 prolif -3.
`COc1ccc(NC(=O)CC2C(=O)N(C)C(=S)N2Cc2ccncc2)cc1` (stereo not given) gave tim10-1 inh -8, APOBEC3A inh 4, mIAP activ 0.92, hIAP block 18, A3G deaminase -3, TIM10 inh -10, mIAP block 8, NALP3 yeast inh 3 and MIN6 prolif -3.
Cc1cccc(NC(=O)c2ccc(CN3CCN(Cc4ccccc4)CC3)cc2)c1 was read as tim10-1 inh -6, APOBEC3A inh -1, mIAP activ 0.96, hIAP block -4, A3G deaminase -6, TIM10 inh -1, mIAP block 4, NALP3 yeast inh 34 and MIN6 prolif 0.
CCOc1ccc2nc(NC(=O)CSc3cn[nH]n3)sc2c1 was read as tim10-1 inh -2, APOBEC3A inh -5, mIAP activ 0.95, hIAP block -36, A3G deaminase 6, TIM10 inh -6, mIAP block 5, NALP3 yeast inh -8 and MIN6 prolif -1.
For Cc1cc(OCC(=O)OCC(=O)Nc2cccnc2Cl)ccc1Cl the results were tim10-1 inh 9, APOBEC3A inh -4, mIAP activ 1, hIAP block -5, A3G deaminase -12, TIM10 inh 1, mIAP block 0, NALP3 yeast inh -6 and MIN6 prolif 5.
Screening Cc1oc(-c2cccs2)nc1CN1CCC(c2ccccc2)CC1 returned tim10-1 inh 12, APOBEC3A inh 1, mIAP activ 0.97, hIAP block -10, A3G deaminase -3, TIM10 inh 15, mIAP block 3, NALP3 yeast inh 26 and MIN6 prolif -3.
Screening O=C(Oc1cccc2c(=O)[nH]ccc12)c1ccccc1 returned tim10-1 inh 23, APOBEC3A inh -2, mIAP activ 0.99, hIAP block -3, A3G deaminase -2, TIM10 inh 15, mIAP block 1, NALP3 yeast inh 21 and MIN6 prolif 0.
COc1ccccc1Nc1ncnc2c1c(C)c(C)n2CCCN(C)C was read as tim10-1 inh 18, APOBEC3A inh 0, mIAP activ 0.93, hIAP block -7, A3G deaminase -1, TIM10 inh 11, mIAP block 7, NALP3 yeast inh 23 and MIN6 prolif -6.
For O=S(=O)(c1ccc(NC(=S)N/N=C/c2cccc(Oc3ccccc3)c2)cc1)N1CCOCC1 the results were tim10-1 inh 16, APOBEC3A inh -1, mIAP activ 0.92, hIAP block -9, A3G deaminase -7, TIM10 inh 9, mIAP block 8, NALP3 yeast inh 20 and MIN6 prolif 0.
Screening CCOc1ccc(NC(=O)CN(C)C(=O)c2cc(S(=O)(=O)N3CCCCC3)ccc2Cl)cc1OCC returned tim10-1 inh -17, APOBEC3A inh 0, mIAP activ 1.2, hIAP block -10, A3G deaminase -6, TIM10 inh 1, mIAP block -15, NALP3 yeast inh 21 and MIN6 prolif 3.
